Assay outcomes (PubChem)
RBBP9 inhibitor = blocks human serine hydrolase RBBP9; 0.2% of 220,000 active; recombinant RBBP9, FP-Rh probe fluorescence polarization; O75884; inhibition, % at 7.94 µM; AID 1515;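 active = inhibition above the campaign mean of all tested compounds plus 3 SD, cut at about 14% in these data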;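 also: plate controls were DMSO wells with RBBP9 for no effect and wells lacking RBBP9 protein for full effect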
Target sequence (O75884 whole entry, looked up): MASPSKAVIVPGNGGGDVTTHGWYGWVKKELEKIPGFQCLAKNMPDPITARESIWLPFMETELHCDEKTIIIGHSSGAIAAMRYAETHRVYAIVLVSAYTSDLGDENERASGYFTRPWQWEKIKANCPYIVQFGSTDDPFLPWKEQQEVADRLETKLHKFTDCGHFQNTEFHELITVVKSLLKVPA
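Material: RBBP9 protein. Amount: RBBP9 at 2.5 µM in dispensed solution, before mixing. Schedule: 30 min then 45 min, 25 °C. Medium: Tris buffer pH 8.0, NaCl, Pluronic. Measured by: fluorescence polarization. Measure: percent inhibition from mP, scaled between DMSO and no-protein wells. Replication: one well per compound.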
TbHK1 inh = T. brucei hexokinase 1 inhibition. recombinant TbHK1, G6PDH-coupled NADH A340. inhibition, % at 10 µM. 0.11% of 220,000 active. AID 1430;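 active = inhibition of 50% or more in the single-dose primary screen; inactive = inhibition below 50%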
Furin inhibitor = inhibitors of human furin. 0.061% of 220,000 active. inhibition, % at 30 µM. purified furin, fluorogenic substrate cleavage. AID 463115; in the data active = inhibition above about 25%; also: inactives centre near -15
Target sequence (P09958 108-714 limits assumed): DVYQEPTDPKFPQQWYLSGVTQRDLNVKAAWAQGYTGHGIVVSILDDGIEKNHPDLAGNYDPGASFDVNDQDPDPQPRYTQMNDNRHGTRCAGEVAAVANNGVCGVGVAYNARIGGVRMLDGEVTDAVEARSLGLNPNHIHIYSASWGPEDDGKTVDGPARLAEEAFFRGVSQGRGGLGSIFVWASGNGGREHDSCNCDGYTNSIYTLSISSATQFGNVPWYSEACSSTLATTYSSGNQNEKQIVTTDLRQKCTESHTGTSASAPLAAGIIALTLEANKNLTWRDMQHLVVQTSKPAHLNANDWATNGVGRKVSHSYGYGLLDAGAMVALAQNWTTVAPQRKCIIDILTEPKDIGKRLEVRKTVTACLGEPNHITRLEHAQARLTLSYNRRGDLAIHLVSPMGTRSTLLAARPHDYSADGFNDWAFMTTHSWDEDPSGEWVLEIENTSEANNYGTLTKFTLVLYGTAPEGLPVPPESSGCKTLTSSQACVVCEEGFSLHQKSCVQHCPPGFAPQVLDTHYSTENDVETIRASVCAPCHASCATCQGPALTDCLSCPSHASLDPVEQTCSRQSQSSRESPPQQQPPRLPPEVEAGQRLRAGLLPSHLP
p97 inhibitor = inhibitors of human p97 ATPase; P55072; recombinant p97 ATPase, Kinase-Glo ATP luminescence, 3 h; inhibition, % at 8 µM; 0.42% of 220,000 active; in the data active = inhibition above about 15%;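 also: 0% = DMSO vehicle and 100% = wells lacking enzyme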
PGE2 EP2 inh = EP2 receptor (human) inhibition; inhibition, % at 25 µM; C6 glioma cells expressing human EP2, cAMP TR-FRET; cells stimulated with saturating PGE2; 0.52% of 260,000 active;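 active = percent inhibition above 40 after rounding to a whole number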;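 also: rat C6 glioma host cells with rolipram phosphodiesterase inhibitor present; the protocol text gives 20 µM as final concentration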
p47phox inh = inhibitors of human p47phox binding; AID 1274; inhibition, % at 24.7 µM; P14598; p47phox/p22phox peptide binding, fluorescence polarization, 2 h; 0.53% of 220,000 active;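 active = inhibition above about 30%, limit read from the data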;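 also: 0% = p47phox with labelled peptide and 100% = labelled peptide alone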
BaF3 tox = parental Ba/F3 viability inhibition as JAK2V617F counter-screen; CellTiter-Glo ATP luminescence; inhibition, % at 5.6 µM; 1.1% of 220,000 active; AID 1486;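 active = inhibition above a per-campaign cutoff, the mean inhibition of all tested compounds plus 3 SD, cut at about 27% in these data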;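 also: 0% = DMSO wells and 100% = JAK Inhibitor I control wells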
Ba/F3 V617F tox = lowers viability of Ba/F3 cells expressing EpoR and JAK2V617F; ATP luminescence; inhibition, % at 5.6 µM; 1.1% of 220,000 active; AID 1446;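 active = inhibition above the campaign mean plus 3 SD over all tested compounds, cut at about 24% in these data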;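 also: cytokine-independent growth of Ba/F3 cells driven by EpoR plus mutant JAK2; 0% = DMSO-treated cells and 100% = JAK inhibitor I control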
PPC-1+TRAIL kill = PPC-1 cancer cell killing with TRAIL present. AID 1443. cell killing (% activity), % at 4 µM. PPC-1 cells + TRAIL, ATPLite viability luminescence. 0.41% of 220,000 active;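 active = cell killing above 50% in the first pass at 4 µM, then a duplicate retest at 5 µM averaging 50% or more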;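 also: plate controls were cells with TRAIL plus DMSO for no effect and medium-only wells lacking cells for full effect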
Numbers without * were called inactive; · = not tested or not shown; & = joins results of further samples; [ ] = another dose, or the depositor's remark. Not all compounds are listed; the hit share may differ from the screen's.

SMILES | RBBP9 inhibitor | TbHK1 inh | Furin inhibitor | p97 inhibitor | PGE2 EP2 inh | p47phox inh | BaF3 tox | Ba/F3 V617F tox | PPC-1+TRAIL kill
CCOC(=O)COC(=O)c1ccc(O)cc1 | -9 | 1 | -22 | 4 | 5 | -4 | -1 | -4 | -14
CN(C(=O)c1cccc(COc2ccc(Cl)cc2Cl)c1)c1ccccc1 | -2 | 5 | -7 | 0 | 6 | -5 | 0 | -2 | 10
O=C1OC(c2ccc(O)cc2)(c2ccc(O)cc2)c2ccccc21 | -8 | 7 | -9 | 1 | 16&10 | -3 | 7 | 4 | 28
CSc1nc2[nH]ncc2c(=O)[nH]1 | -8 | -2 | -9 | -5 | 6 | -10 | 10 | 0 | 5
COc1ccc(N(C(=O)c2ccc(F)cc2)C2=CC3CCC(C2)N3C)cc1 (stereo not given) | 6 | -6 | -19[20 µM] | 3 | 11 | -3 | 2 | -4 | 7
COc1ccc2[nH]c(C)c(C(=O)CN3CCN(C(=O)c4ccco4)CC3)c2c1 | -2 | -3 | -14 | 4 | 20 | -1 | 0 | -3 | -8
CCOCCCNC(=O)CN(c1cc([N+](=O)[O-])ccc1OC)S(C)(=O)=O | 3 | -2 | -12 | -1 | 4 | -9 | 4 | 1 | 15
CN(C)c1ccc(CNC2CC(C)(C)NC(C)(C)C2)cc1 | 2 | -7 | -19[20 µM] | -2 | 10 | -11 | 9 | 3 | -1
O=C(COc1cccnc1[N+](=O)[O-])Nc1cc(S(=O)(=O)N2CCCCC2)ccc1Cl | 1 | -3 | -22 | 7 | 5 | -8 | -5 | -5 | 1
CC(=O)/C(N=Nc1ccc(C(=O)O)cc1[N+](=O)[O-])=C(\C)O | 3 | -64 | 7 | -2 | 5 | 1 | -6 | 2 | -5
CC(C)NS(=O)(=O)c1ccc(OCC(=O)N2CCCC2)c(Cl)c1 | -10 | 10 | -13[20 µM] | -2 | 3 | -2 | 3 | -2 | -4
COc1ccc(CC(NC(C)=O)C(=O)NC2CCN(c3nnnn3-c3ccccc3)CC2)cc1 (stereo not given) | -3 | 3 | -23 | 3 | 11 | -9 | 3 | -3 | 5
NC(=S)N/N=C/c1ccc(-c2ccccc2)o1 | 4 | -50 | -9 | 10 | 3 | -7 | -2 | 1 | -2
CCCCNS(=O)(=O)c1ccc2nc(-c3cccnc3)cc(C(=O)NCCCN(CC)CC)c2c1 | 10 | -2 | -13 | 3 | 7 | -4 | 8 | 0 | -7
CCOC(=O)C1(Cc2ccc(OC)cc2)CCN(C(=O)c2cncs2)CC1 | 1 | 0 | -21 | -3 | 8 | 6 | -2 | 0 | -5
NCCc1nnc(SCc2c(Cl)cccc2Cl)o1 | 2 | -5 | -12 | 5 | 21 | -3 | 2 | -3 | -4
O=S(=O)(c1ccc(S(=O)(=O)n2cnc3ccccc32)cc1)N1CCCCCC1 | -12 | 3 | -25 | 0 | 13 | -7 | 0 | 1 | 9
CCn1c(COc2ccccc2Cl)nnc1SCC(=O)Nc1ncccc1C | -5 | -3 | -18 | 3 | 3 | -12 | 3 | -1 | 11
O=C(NNc1ccc([N+](=O)[O-])cc1)C1CC1c1ccccc1 (stereo not given) | -9 | -18 | -31 | 5 | 8 | -9 | 6 | -1 | -18
Nc1nc(Cl)cc(-c2ccccc2)n1 | 7 | -6 | -18 | 12 | 12 | 1 | -1 | -3 | 14
COc1ccc(Oc2ncc(CN3CCN(c4ccccc4)CC3)s2)cc1 | 3 | -7 | -16[20 µM] | -4 | 13 | -8 | 3 | -2 | 9
Cc1ccccc1CS(=O)(=O)Cc1ccc(C(=O)NCCCN2CC(C)CC(C)C2)o1 (stereo not given) | -10 | 2 | -20 | 0 | 5 | -7 | 2 | 0 | 8
COc1ccccc1CN(C(=O)c1ccco1)C(C(=O)NC1CCCC1)c1ccncc1 (stereo not given) | -4 | -3 | -13 | 4 | 12&7 | -13 | 3 | 1 | -3
O=C1NC2(CCc3ccccc32)C(=O)N1CCOc1ccc(Cl)cc1 (stereo not given) | -1 | -2 | -16[20 µM] | -5 | 4 | -2 | 2 | 0 | 11
CNc1oc(-c2cccc3ccccc23)nc1C#N | -7 | -1 | -36 | 1 | 20 | -8 | 6 | -1 | 10
O=C(NNC(=O)c1cccc(Br)c1)C(=O)N1CCCCC1 | -3 | -7 | -19 | 2 | 10 | -1 | 0 | -2 | 20
S=C(NCC1CCCO1)N1CCN(c2nc(-c3ccccc3)cs2)CC1 (stereo not given) | -1 | 0 | -26 | 4 | 9&18 | -7 | 10 | -2 | 16
COc1ccccc1-n1c(-c2ccccc2)c[nH]c1=S | 7 | -2 | -9 | 2 | 3 | -1 | -3 | -6 | 7
COc1cc(OC)c(OC)cc1/C=N/NC(=O)CCc1c(C)n[nH]c1C | -1 | -60 | -21 | 0 | 8 | -2 | 2 | -2 | -12
COc1ccc(-n2nc(C(=O)NCc3cc(OC)ccc3OC)c3c4ccccc4n(C)c3c2=O)cc1 | -4 | -20 | -24 | -1 | 3 | 1 | 12 | 4 | 19
COC(=O)CCNCCSc1nnc(-c2ccco2)n1Cc1ccccc1 | 0 | -7 | -24 | 2 | 6 | 7 | -1 | -4 | 4
COc1cc(OC)c(NC(=O)/C=C/C(=O)O)cc1Cl | 7 | -14 | -7 | 7 | 7 | -1 | 3 | -1 | 4
O=C(Nc1nccs1)[C@@H]1CCCN1C(=O)c1cccs1 | -10 | 2 | -11 | 3 | 6 | -3 | 104* | -2 | 0
COc1cccc(CNc2ccc(F)c(Cl)c2)c1 | -11 | -7 | -8[20 µM] | -9 | 10 | -18 | 2 | 1 | 31
CC(C)c1ccc(O)c(NC(=O)c2ncn[nH]2)c1 | -4 | 18 | -13 | 3 | 6 | -9 | 5 | 1 | -2
CNC(=O)COc1ncnc2sccc12 | -3 | -9 | -15[20 µM] | 5 | 19 | 2 | -1 | -4 | 17
Cc1cc(C)nc(Nc2ccc(N3CCOCC3)cc2)n1 | -3 | -2 | -26 | 8 | 21 | -11 | -3 | -3 | 9
Cc1ccccc1N(C(=O)c1csnn1)C(C(=O)NC(C)(C)C)c1ccncc1 (stereo not given) | -4 | -3 | -27 | 2 | 0 | 0 | 3 | 0 | -9
CC(=O)NNC(=O)CN1C(=O)/C(=C/c2ccccc2)SC1=S | 6 | -29 | 9 | 5 | 1 | -23 | -4 | -1 | 26
Cc1ccc(N2CC(C(=O)Nc3ccc(S(=O)(=O)Nc4nccc(C)n4)cc3)CC2=O)cc1 (stereo not given) | 9 | -3 | -17 | 7 | 2 | 0 | 4 | -2 | 33
CC(C)NC[C@H](O)COc1cccc2[nH]ccc12 | · | -9 | -30 | · | 17&9&9 | 4 | · | · | 7
O=C1C(Cl)=C(N2CCOCC2)C(=O)N1c1ccccc1Cl | 0 | -17 | -22 | 7 | 6 | -5 | -2 | -2 | -8
N#CCCCN1C(=O)C(O)(CC(=O)c2ccc3c(c2)OCCO3)c2ccccc21 (stereo not given) | -7 | 3 | -23[20 µM] | 2 | 9 | -23 | 2 | -3 | 12
COc1ccccc1NC(=O)CSc1nnnn1-c1ccc2c(c1)OCO2 | -9 | -6 | -15[20 µM] | -3 | 18&15 | 9 | 5 | 0 | 34
CCC(=O)n1nc(-c2ccc(Cl)cc2)nc1SC | -12 | -5 | -14[20 µM] | -2 | · | -5 | 4 | 2 | 10
CCc1ccc(-c2ccc(C(=O)O)cc2)nc1 | -4 | 4 | -14 | 6 | 8 | 1 | -2 | 4 | 3
CC(=O)c1cc(F)ccc1OCC(=O)N1CCN(c2ccc(F)cc2)CC1 | -11 | -3 | -31 | 2 | 10 | -1 | 5 | -1 | 11
CCOc1ccc(-n2nnc3c(=O)n(CC(=O)c4ccccc4)cnc32)cc1 | -4 | -13 | -27 | 7 | 12 | · | 4 | -1 | -7
CCCCCCN1C=CC=C/C1=C\C=C(C#N)C#N | 5 | -11 | 17 | 2 | 5 | -1 | 2 | -1 | -11
Cc1ccc(-n2c(N)c(C(=O)Nc3ccccc3F)sc2=S)cc1C | -8 | 1 | -19 | -2 | 6 | -3 | 3 | 2 | -11
Further structures follow.
SMILES | RBBP9 inhibitor | TbHK1 inh | Furin inhibitor | p97 inhibitor | PGE2 EP2 inh | p47phox inh | BaF3 tox | Ba/F3 V617F tox | PPC-1+TRAIL kill
O=C(O)/C=C\C(=O)Nc1ccccc1C#Cc1ccccc1 | -8 | 1 | -20[20 µM] | 3 | 8 | -6 | 13 | 10 | -3
COc1ccc(Nc2nc3ccc(C)cc3cc2C#N)c(OC)c1 | -1 | 2 | -11 | -2 | 15&6 | -12 | 2 | -2 | -2
O=C(COc1ccc(C(=O)c2ccccc2)cc1)NCC(=O)Nc1ccccc1Br | -9 | 38 | -10 | -2 | 5 | -25 | 7 | 3 | 38
CCN1CCN(C(c2cccs2)C(C)NC(=O)c2ccccc2)CC1 (stereo not given) | -4 | 5 | -24 | 2 | 16 | -7 | 2 | -3 | 13
COc1cc(CNc2ccc3[nH]c(=O)[nH]c3c2)cc(Cl)c1OCC(=O)NC(C)(C)C | 4 | -2 | 11[20 µM] | 9 | 36 | 1 | 4 | -1 | 19
Cc1[nH]c2ccccc2c1/C=N/NC(=O)c1cc(C(C)(C)C)[nH]n1 | 1 | -58 | -2 | 12 | 8 | -17 | -1 | -4 | -20
CCOC(=O)Cn1c(=O)n(C2CCCC2)c(=O)c2ccccc21 | -5 | 0 | -11[20 µM] | 0 | 5 | 1 | -2 | 0 | 10
CCc1ccc(-n2c(SCC(=O)N3CCC(C(=O)O)CC3)nnc2-c2ccncc2)cc1 | -3 | -6 | -7 | 2 | 4 | -7 | 0 | -3 | -5
CCOc1ccc2[nH]c(=O)c(CN(Cc3nnnn3CCc3ccccc3)CC3CCCO3)cc2c1 (stereo not given) | -8 | -13 | -20[20 µM] | -4 | 25 | -9 | 9 | 6 | 28
NS(=O)(=O)c1ccc(NC(=S)NCC2CCCO2)cc1 (stereo not given) | -3 | 33 | -3 | 0 | 5 | -8 | -2 | -3 | 3
Cc1cccc(OCc2nnc(SC(C)C(=O)O)n2Cc2ccccc2)c1 (stereo not given) | -8 | 0 | -23 | 1 | 10 | 6 | 5 | -1 | -3
Cc1ccc(C(=O)O/N=C2\CC3CCC2(C)C3(C)C)cc1 (stereo not given) | -7 | -4 | -25[20 µM] | -11 | 8 | -11 | 3 | -1 | 10
C=CCC(=O)OCCCCCCOc1ccc(C(=O)O)cc1 | 4 | 2 | -12[20 µM] | -1 | 7 | -4 | 5 | -1 | 1
COc1ccc(/C=N/Nc2c(Cl)cc(Cl)cc2Cl)cc1CN1CCOCC1 | -6 | -14 | -21 | 2 | 9 | -3 | 7 | -4 | 20
Nc1ccnc(Oc2ccc(F)cc2)c1 | -7 | -3 | -14 | -5 | 9 | 5 | 6 | 4 | 18
CCC(=O)c1ccc(O)cc1 | 0 | -8 | -15 | 6 | 12 | -4 | 2 | -2 | 12
